Compound activity: PubChem BioAssay, Sanford-Burnham Center for Chemical Genomics
MPTP inh = permeability transition pore inhibition. isolated mouse mitochondria, Ca2+ swelling absorbance, 30 min. inhibition, % at 10 µM. actives 1.4% (n = 360,000);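 active = inhibition of 50% or more, scaled per plate between neutral and stimulator controls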;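 note: 0% = DMSO wells given calcium and 100% = 1 mM EGTA wells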
EBI2 block = EBI2 (human) antagonism. EBI2 beta-arrestin recruitment, luminescence, 7a,25-OHC stimulated. P32249. actives 0.81% (n = 360,000). inhibition, % at 5 µM. AID 651636; in the data active = inhibition above about 38%;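 note: enzyme fragment complementation signal reports receptor beta-arrestin coupling in cells; 0% = agonist plus DMSO wells and 100% = wells without agonist; some results beyond the cut were filed as inactive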
CXCR6 block = blocks human CXCR6 beta-arrestin recruitment; inhibition, % at 20 µM; O00574; CHO-K1 PathHunter CXCR6 beta-arrestin, luminescence; actives 0.36% (n = 360,000); in the data active = inhibition above about 34%, passing the limit was not always enough;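 note: antagonist mode with CXCL16 agonist at 10 nM final; 0% = 10 nM CXCL16 with DMSO and 100% = unstimulated wells without agonist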
Target sequence (O00574 whole entry, looked up): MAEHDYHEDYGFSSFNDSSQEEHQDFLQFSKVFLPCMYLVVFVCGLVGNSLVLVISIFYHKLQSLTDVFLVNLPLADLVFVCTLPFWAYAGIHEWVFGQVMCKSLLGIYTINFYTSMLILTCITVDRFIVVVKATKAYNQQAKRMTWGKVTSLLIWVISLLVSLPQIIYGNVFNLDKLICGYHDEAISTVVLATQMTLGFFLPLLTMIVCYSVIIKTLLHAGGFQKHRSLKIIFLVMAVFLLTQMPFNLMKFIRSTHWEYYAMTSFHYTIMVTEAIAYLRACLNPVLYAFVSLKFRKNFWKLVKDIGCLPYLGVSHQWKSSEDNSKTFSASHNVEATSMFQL
APOBEC3G inh = blocks human APOBEC3G single-stranded DNA deamination; actives 0.28% (n = 330,000); Q9HC16; inhibition, % at 20 µM; recombinant A3G, ssDNA deamination FAM/TAMRA fluorescence;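 active = inhibition of at least 40% at 20 µM, with no more than 30% in the related APOBEC3A deaminase screen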;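 note: plate controls were DMSO wells with A3G for no effect and wells lacking A3G enzyme for full effect; some compounds called inactive have numbers as strong as hits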
GRIN3A LBD mod = modulators (binders) of human NR3A ligand-binding domain | NR3A LBD differential scanning fluorimetry, Tm shift; 0% = protein alone, 100% = glycine-bound protein | Tm shift relative to glycine control, % at 25 µM | actives 2.5% (n = 340,000);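 active = melting temperature shift of at least 10% of the positive control shift, at one fixed dose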
CCR6 antag = blocks CCL20-driven beta-arrestin recruitment at human CCR6. inhibition, % at 20 µM. actives 0.49% (n = 340,000). AID 493098. P51684. CHO-K1 CCR6 PathHunter beta-arrestin, luminescence, CCL20-stimulated;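 active = compounds whose inhibition of the agonist-driven luminescence signal at 20 µM reaches about 50%, limit read from the data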;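 note: cells stimulated with CCL20 at 14 nM final; plate controls were DMSO with CCL20 for no effect and DMSO without agonist for full effect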
Target sequence (P51684 whole entry, looked up): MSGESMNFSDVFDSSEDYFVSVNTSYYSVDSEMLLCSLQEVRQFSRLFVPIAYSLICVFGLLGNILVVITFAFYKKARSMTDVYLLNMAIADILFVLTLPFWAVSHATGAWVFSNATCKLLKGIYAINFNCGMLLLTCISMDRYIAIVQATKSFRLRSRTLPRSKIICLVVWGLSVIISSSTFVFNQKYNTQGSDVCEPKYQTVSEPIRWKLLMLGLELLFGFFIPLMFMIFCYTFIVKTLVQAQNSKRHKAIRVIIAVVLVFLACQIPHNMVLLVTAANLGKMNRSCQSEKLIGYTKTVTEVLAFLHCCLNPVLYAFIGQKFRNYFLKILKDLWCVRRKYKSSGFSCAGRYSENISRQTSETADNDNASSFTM
Gli-Sufu antag = blocks Gli-Sufu signaling in a luciferase reporter; Sufu-KO-LIGHT fibroblasts, Gli luciferase reporter luminescence; inhibition, % at 5 µM; actives 0.74% (n = 340,000);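 active = inhibition above about 55%, limit read from the data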;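 note: 0% = DMSO-treated cells and 100% = wells with medium but no cells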
APOBEC3A inh = inhibitors of human APOBEC3A DNA deaminase. actives 0.41% (n = 330,000). inhibition, % at 20 µM. recombinant A3A, FAM/TAMRA ssDNA deamination fluorescence. P31941;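 active = at least 40% inhibition at 20 µM here, with at most 30% in a related deaminase screen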;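 note: plate controls were A3A with DMSO for no effect and wells lacking A3A enzyme for full effect; some results filed as inactive read as strong as hits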
Target sequence (P31941 whole entry, looked up): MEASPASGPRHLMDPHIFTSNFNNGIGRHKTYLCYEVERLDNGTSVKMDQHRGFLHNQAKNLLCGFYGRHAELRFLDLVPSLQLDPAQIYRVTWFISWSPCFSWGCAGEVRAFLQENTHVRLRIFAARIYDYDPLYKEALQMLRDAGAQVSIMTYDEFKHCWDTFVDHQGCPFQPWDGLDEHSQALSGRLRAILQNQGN
* = called active by the depositor; . = no result given.

SMILES	MPTP inh	EBI2 block	CXCR6 block	APOBEC3G inh	GRIN3A LBD mod	CCR6 antag	Gli-Sufu antag	APOBEC3A inh
CC1(C)Cc2c(C#N)c(N)sc(=S)c2CO1	-0.3	-10	4	30	5	15	6	-3
COc1ccc(C(=N/O)/C(=N/O)c2ccc(OC)cc2)cc1	0.0	-2	1	-4	-10	10	10	1
COc1ccc(/C=N/NC(=O)COc2cc(C)cc(C)c2)cc1COC(C)=O	-0.3	3	5	1	0	5	-2	0
Cc1ccc(NC(=S)NC(=O)c2ccc(F)cc2)cc1S(=O)(=O)Nc1cccc(Cl)c1	1.4	1	15	-7	13*	27	-30	0
CC(=O)Cc1nsc(Nc2ccc(C)cc2)n1	-2.1	-1	-1	0	-1	-2	31	3
CN(C)CCNc1cnn(-c2ccccc2)c(=O)c1Cl	-1.8	-14	8	-8	-4	0	-14	-2
Cc1ccc(S(=O)(=O)Nc2ccc(-n3cnnn3)cc2)c(C)c1	-2.5	-3	3	-9	-1	3	5	-5
COc1cccc(CC2(CO)CCCN(Cc3cn[nH]c3-c3ccc(F)cc3)C2)c1 (centres undefined)	0.8	8	-5	-5	-4	6	9	0
O=C(Nc1c(Cl)cccc1Cl)c1cc(=O)n(Cc2ccccc2)c(=O)[nH]1	-0.3	7	-6	-4	2	2	-3	2
CSCCC(NC(=O)c1ccco1)C(=O)NCc1ccc2c(c1)OCO2 (centres undefined)	-2.4	-4	-7	-10	5	11	-2	-4
COc1ccc(N2CCN(c3ccc(N4C(=O)CC(C)C4=O)cc3[N+](=O)[O-])CC2)cc1 (centres undefined)	11	-6	4	-3	-9	13	2	0
CC1CCN(S(=O)(=O)c2cccc(-c3csc(-c4cccnc4)n3)c2)CC1	-7.0	36	11	1	-12	16	-9	-3
O=C(Cc1csc(Nc2nc(=S)[nH]c3ccccc23)n1)NCCCN1CCN(c2ccccc2F)CC1	0.1	11	23	-6	-9	38	86*	0
CCCc1cc(=O)oc2cc(C)cc(OC(C)C(=O)NCc3cccnc3)c12 (centres undefined)	-0.2	8	8	-5	1	6	-3	-5
O=C(Cn1cnc2sc3c(c2c1=O)CCCC3)NCC(=O)Nc1c(F)cccc1F	-1.7	-2	-1	-2	2	16	10	1
O=C(OCc1ccccc1)N1CCC2CC1c1cc(Cl)ccc12 (centres undefined)	-2.2	10	-1	.	0	24	-45	.
O=C(NCc1cccnc1)c1ccccc1[N+](=O)[O-]	-0.4	-4	-4	2	0	9	-8	2
CCOc1nc(SCCOc2ccc(Cl)cc2Cl)nc(N(C)C)n1	39	16	-1	3	-16	14	8	-1
COC(=O)c1cccc(C(=O)N2CCCC(C(=O)c3ccccc3OC)C2)c1 (centres undefined)	-1.9	-3	3	-12	2	9	3	-4
CCN(CC)S(=O)(=O)c1cccc(C(=O)N2CC(O)CC2C(=O)O)c1 (centres undefined)	-11	3	-3	2	1	-12	-4	-1
CCOC(=O)C(C(=O)OCC)[C@@H]1CS(=O)(=O)C[C@H]1C(C(=O)OCC)C(=O)OCC	0.7	-12	-5	0	0	5	6	1
O=C(NC1CCCC1)c1ccc(S(=O)(=O)N2CCOCC2)cc1	-1.1	1	-4	-7	0	12	0	-1
O=C1c2ccccc2C(=O)N1CCc1csc(-c2ccccc2)n1	1.4	12	3	-1	3	5	-15	2
CC1C(=O)N2CCCc3cc(NC(=O)C(=O)NCCc4c[nH]c5ccccc45)cc1c32 (centres undefined)	-2.0	3	-6	0	-3	9	-1	-1
COC(=O)C1OC(OC2CC[C@]3(C)C(CC[C@@]4(C)[C@@H]3CC=C3[C@@H]5CC(C)(C)CC[C@]5(C(=O)OC5OC(CO)C(O)C(O)C5O)CC[C@]34C)C2(C)C)C(O)C(O)C1O[C@H]1OCC(O)C(O)C1O (some centres undefined)	-9.8	-9	-5	15	15*	-10	6	1

Next section.
SMILES	MPTP inh	EBI2 block	CXCR6 block	APOBEC3G inh	GRIN3A LBD mod	CCR6 antag	Gli-Sufu antag	APOBEC3A inh
Cc1c(C(=O)OCC(=O)Nc2c(C)n(C)n(-c3ccccc3)c2=O)oc2ccccc12	2.3	-5	0	-7	0	-3	-7	-4
NC(=O)c1cc(S(=O)(=O)N2CCCCC2)cs1	-2.0	2	8	-7	0	8	-6	-4
Cc1cc(C(=O)CN2C(=O)C(=O)N(CCC3=CCCCC3)C2=O)c(C)n1C	-1.8	4	3	-6	0	-1	21	-4
C=CCOc1ccc(/C=C2\SC(N)=NC2=O)cc1OC	-0.2	-3	-2	-6	1	5	1	1
COc1ccc(S(=O)(=O)c2c(C)c(NS(=O)(=O)c3ccccc3)cc(C)c2O)cc1	-3.4	-4	-16	2	-3	-9	-2	9
O=C(O)C1C2CCC(C2)C1C(=O)NCCc1cccc(Cl)c1 (centres undefined)	-0.9	-7	-5	-4	1	17	-11	-5
CCOC(=O)c1c(-c2ccc(OC)cc2)csc1NC(=O)CCN1CCOCC1	-2.4	6	-11	-11	-2	2	14	-1
COc1ccc(S(=O)(=O)N2CCn3c2nc2ccccc23)cc1	2.1	-14	6	-5	5	-7	7	16
Cc1ccc(-n2nc(C)c3c(C)c(CCC(=O)NCc4ccco4)c(C)nc32)cc1	-1.5	10	6	-9	2	4	1	-1
O=C(O)Cc1ccc(O)c(O)c1	-1.4	-2	-2	4	0	-5	-5	2
CC(C)c1ccc(NC(=O)NC2CCN(CC(=O)Nc3cccc4ccccc34)CC2)cc1	1.1	13	7	-4	-2	3	-2	-1
CC(=O)C1C(c2ccc([N+](=O)[O-])cc2)C2C(C)=NN=C2CC1(C)O (centres undefined)	0.8	7	-7	-1	1	0	-1	0
CCOc1ccc(OCC(=O)Nc2ccc(OC)cc2)cc1	-0.3	-7	-7	-6	-18	6	-5	-1
CC(NC(=O)c1ccccc1Cl)C(=O)OCc1cn2cc(Cl)ccc2n1 (centres undefined)	-0.6	-10	8	-6	3	6	-7	10
Cn1cc([C@@H]2C[C@H]3CN(C4CCCC4)C(=O)[C@]34CCCN24)c(-c2ccccc2)n1	0.5	-6	13	-10	-3	-7	11	-3
COc1ccc(C2C(C#N)=C(N)OC3=C2C(=O)CC(C)C3)c(OC)c1OC (centres undefined)	-0.2	7	4	-2	0	-14	-4	-4
C/C(=N\NC(=O)c1nnn(-c2nonc2N)c1-c1cccs1)c1ccncc1	4.4	-4	3	4	3	19	3	1
CCN1C(=O)[C@@H]2[C@@H](c3ccc(-c4ccc(Cl)c(Cl)c4)cc3)N3CCC[C@@]3(C(=O)OC)[C@@H]2C1=O	1.2	-3	2	-8	-15	16	34	-1
COc1ccc(CNC(=O)CN(C(=O)CCC(=O)Nc2nccs2)c2cccc(C)c2)cc1	-1.0	7	1	3	-1	1	4	-2
COc1ccc(CCNC(=O)CN2CCN(c3cccc(Cl)c3)CC2)cc1OC	-0.5	11	3	-6	-2	-4	10	-4
CCOC(=O)[C@H]1[C@H]2COc3ccc(Br)cc3[C@H]2N2C(=O)CN(Cc3ccc(C)cc3)C(=O)[C@@]12C	-0.2	1	-8	.	0	-10	-18	.
COC(=O)c1ccc(/C=N/NC(=O)CC(=O)NCC(C)C)cc1	-1.2	0	3	-1	-3	-9	6	0
CC(C)(C)OC(=O)N1CCOCCOCCN(C(=O)OC(C)(C)C)CCOCC1	-0.9	-10	2	-3	-2	10	0	-4
CCOC(=O)/C(=N\Nc1ccccc1Cl)N1CCN(Cc2ccccc2)CC1	22	27	18	-1	-4	37	10	4
O=C(O)CC(CC(=O)Nc1ccc(N2CCOCC2)cc1)c1ccccc1 (centres undefined)	-0.2	-4	4	-5	-2	8	-7	-4

The closing 5 entries of the section above are carried over, then new ones follow:
SMILES	MPTP inh	EBI2 block	CXCR6 block	APOBEC3G inh	GRIN3A LBD mod	CCR6 antag	Gli-Sufu antag	APOBEC3A inh
CCOC(=O)[C@H]1[C@H]2COc3ccc(Br)cc3[C@H]2N2C(=O)CN(Cc3ccc(C)cc3)C(=O)[C@@]12C	-0.2	1	-8	.	0	-10	-18	.
COC(=O)c1ccc(/C=N/NC(=O)CC(=O)NCC(C)C)cc1	-1.2	0	3	-1	-3	-9	6	0
CC(C)(C)OC(=O)N1CCOCCOCCN(C(=O)OC(C)(C)C)CCOCC1	-0.9	-10	2	-3	-2	10	0	-4
CCOC(=O)/C(=N\Nc1ccccc1Cl)N1CCN(Cc2ccccc2)CC1	22	27	18	-1	-4	37	10	4
O=C(O)CC(CC(=O)Nc1ccc(N2CCOCC2)cc1)c1ccccc1 (centres undefined)	-0.2	-4	4	-5	-2	8	-7	-4
CC1CCc2c(sc3ncnc(NS(=O)(=O)c4cccs4)c23)C1 (centres undefined)	-1.9	-10	-2	-6	-6	0	2	-2
CC(C)[C@H](NC(=O)C1CCN(S(=O)(=O)c2ccccc2)CC1)C(=O)NCc1ccccc1	0.8	2	0	-5	0	16	3	-5
CN(C)S(=O)(=O)c1cccc(C(=O)Nc2ccccc2C(=O)NC2CC2)c1	-0.5	7	-4	3	-1	8	-1	3
O=C(OCc1ccccc1C(F)(F)F)c1ccc(Br)c(S(=O)(=O)N2CCOCC2)c1	0.6	21	2	.	-1	11	-2	.
COc1ccc(CCNC(N)=S)cc1OC	0.3	-8	-4	-4	0	-17	0	1
CN(Cc1ccccc1)S(=O)(=O)c1ccc(Cl)c(C(=O)OCC(=O)NC2CCS(=O)(=O)C2)c1 (centres undefined)	-0.7	0	3	-2	1	-5	1	-1
C[C@H]1CN([C@@H](C)CO)C(=O)c2cc(NC(=O)c3ccncc3)ccc2O[C@H]1CN(C)Cc1ccc(C(=O)O)cc1	-0.1	-1	-10	-10	2	3	-9	-3
CCOC(=O)C1CCN(C(=O)c2ccccc2NS(=O)(=O)c2ccccc2)CC1	-1.4	-6	0	-12	-2	-15	-3	-1
COc1ccc(NC(=O)CCC(=O)c2ccc(-c3ccccc3)cc2)cc1	-2.6	4	-7	-9	0	0	0	-6
COc1cc(C(=O)NCC(=O)N/N=C(C)\C=C\c2ccccc2)cc(OC)c1OC	-0.6	5	-9	-6	-1	3	10	-5
N=c1c(C(=O)NCC2CCCO2)cc2c(=O)n3ccccc3nc2n1Cc1ccccc1Cl (centres undefined)	-1.2	4	6	-3	0	20	43	-2
Cc1ccc2[nH]c(C(=O)N3CCN(c4cccc(Cl)c4)CC3)cc2c1	2.7	54*	-6	-6	0	-15	-7	-7
O=C(NC(=S)Nc1ccc2c(c1)OCO2)c1ccc(Cl)cc1	-4.7	8	6	-5	2	7	-110	-2
Cc1ccc([N+](=O)[O-])cc1NC(=O)C(Sc1ccccc1)c1ccccc1 (centres undefined)	94*	21	12	-5	3	19	12	1
Cc1cccc(-n2c(SCC(=O)Nc3ccc4c(c3)OCO4)nnc2-c2ccoc2C)c1	0.4	15	2	-6	1	16	-8	-3
Cc1ccc(NS(=O)(=O)c2ccc(NC(=O)CSc3ccc(Cl)cc3)cc2)c(C)c1	8.5	26	-10	-5	23*	-3	3	-2
CCOC(=O)CSc1nc(=O)n2ccccc2n1	0.2	-9	-10	-1	1	9	22	2
O=C(N/C(=C/c1cccnc1)C(=O)N1CCOCC1)c1ccccc1F	2.3	-7	-10	-6	2	2	4	2
CC(C)(C)n1nnnc1C(c1cccs1)N1CCCc2ccccc21 (centres undefined)	-0.2	6	-6	3	0	14	17	9
CCOc1ccc(C(=O)NCC(=O)NCC2CCCCC2)cc1OCC	-1.3	-3	-3	2	2	7	19	1
O=C1CCCC/C1=C/NCc1ccccc1	2.0	0	0	-6	-2	4	-1	-1
Cc1cc(C(=O)N/N=C/c2ccc(O)c([N+](=O)[O-])c2)n[nH]1	1.6	-4	21	-5	0	36	0	-5
CCN(CC)S(=O)(=O)c1cc(NC(=O)CCNC(=O)c2ccco2)ccc1C	0.2	-39	9	-7	-2	2	-3	-2
CCCNS(=O)(=O)c1ccc2c(c1)CCCN2C(C)=O	0.0	3	1	1	-1	3	-2	2
CC(NC(=O)c1sc2ccccc2c1Cl)C1CCCO1 (centres undefined)	0.5	-1	-1	-9	0	2	-67	-2
CC(=O)N1CCc2cc(S(=O)(=O)N3CCOCC3)ccc21	-2.2	1	1	1	0	-5	8	2
